Bioassay records: PubChem BioAssay, National Center for Advancing Translational Sciences (NCATS)
RGS12 GoLoco inh – qHTS Assay for Inhibitors of RGS12 GoLoco Motif Activity (Red Fluorophore). Guanine nucleotide-binding protein G(i) subunit alpha-1 (Homo sapiens), P63096. Gai1:RGS12 GoLoco peptide FP, rhodamine, 10 min. Potency, µM (series often up to 61.6 µM), for the others: at the highest dose activity, negative = inhibition, most hits filed as inhibitors. 230,000 compounds, 0.44% hits; active means well fitted inhibition curve with a large enough effect, not every such curve was filed as active; inactive means no such curve, though single readings can be large or run the other way; further: on the % scale 0 is the no-effect control and ±100 the full control effect; nearly all actives have a fitted effect of over 30% in size; many of its hits are not listed in these tables
ALDH1A1 inh – qHTS Assay for Inhibitors of Aldehyde Dehydrogenase 1 (ALDH1A1) | Purified ALDH1A1, NADH fluorescence, propionaldehyde substrate | Potency, µM (top dose mostly 75.3 µM), inactives show top-dose activity, negative = inhibition, most hits filed as inhibitors | 220,000 compounds, 7.3% hits | AID 1030, 2008; active means well fitted inhibition curve with a large enough effect, not every such curve was filed as active; inconclusive means small, poorly fitted or top-dose-only effect, or another doubt; inactive means no such curve, though single readings can be large or run the other way;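 further: plate controls were no enzyme wells and a reference inhibitor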
GAA glycogen mod – qHTS Assay for Inhibitors and Activators of Human alpha-Glucosidase Cleavage of Glycogen; Lysosomal alpha-glucosidase (Homo sapiens), P10253; recombinant GAA, glycogen substrate, Amplex Red glucose oxidase fluorescence; Potency, µM (series often up to 76.4 µM), without a hit: at the top dose activity change, negative = inhibition, most hits filed as inhibitors; 300,000 compounds, 0.38% hits; AID 2100, 2009;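 further: 0% = full enzyme reaction and -100% = no-enzyme basal signal; the screen sought inhibitors and activators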
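qHTS, 1536-well; enzyme 4 nM final; cpd up to 77 uM; substrate bovine liver glycogen 30 ug; 50 mM citrate/phosphate pH 5.0, 0.01% Tween-20; 37 C, 40 min; Amplex Red detection 45 min RT; Hill fit → AC50.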
KDM4E inh – qHTS Assay for Inhibitors of Human Jumonji Domain Containing 2E (JMJD2E). Lysine-specific demethylase 4E (Homo sapiens), B2RXH2. JMJD2E catalytic domain, FDH-coupled NADH fluorescence (FDH is formaldehyde dehydrogenase). Potency, µM (titrated, usually from 57.1 µM), without a hit: top-dose activity change, negative = inhibition, hits mostly inhibitors. 230,000 compounds, 1.6% hits. AID 2147, 2009; active means well fitted inhibition curve with a large enough effect, not every such curve was filed as active; inconclusive means small, poorly fitted or top-dose-only effect, or another doubt; inactive means no such curve, though single readings can be large or run the other way;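 further: 0% = wells with enzyme and -100% = buffer wells without enzyme; nearly all actives have a fitted effect of over 50% in size; many of its hits are not listed in these tables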
Target sequence (B2RXH2 1-337 limits assumed): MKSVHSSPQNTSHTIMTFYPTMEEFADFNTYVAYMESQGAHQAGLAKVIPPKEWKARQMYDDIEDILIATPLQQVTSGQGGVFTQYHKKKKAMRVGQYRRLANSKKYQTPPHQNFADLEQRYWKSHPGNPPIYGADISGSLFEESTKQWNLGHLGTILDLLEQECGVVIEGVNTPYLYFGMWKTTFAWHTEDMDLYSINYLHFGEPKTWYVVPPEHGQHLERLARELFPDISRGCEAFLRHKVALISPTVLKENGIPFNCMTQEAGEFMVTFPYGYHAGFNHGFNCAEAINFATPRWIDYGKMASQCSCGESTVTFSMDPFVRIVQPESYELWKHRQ
SMN2 splice enh – qHTS Assay for Enhancers of SMN2 Splice Variant Expression; HEK293 SMN2-luciferase splicing reporter, luminescence, 30-36 h; Potency, µM (top dose mostly 46.1 µM), without a hit: top-dose activity change, positive = activation, hits mostly activators; 210,000 compounds, 2.8% hits; further: % of control where 0% means no effect; nearly all actives have a fitted effect of over 55% in size
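qHTS luciferase splicing reporter: luminescence rises when SMN2 exon 7 is included in transfected HEK293 cells. Compound exposure lasted 30-36 h at 37C, with 4.5 mM final sodium butyrate as control, followed by a ONE-Glo read.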
aGal spleen mod – qHTS Assay for Inhibitors and Activators of Human alpha-Galactosidase From Spleen Homogenate. Alpha-galactosidase A (Homo sapiens), P06280. AID 2107, 2009. 240,000 compounds, 0.008% hits. human spleen homogenate, 4MU-alpha-Gal fluorescence, 40 min. Potency, µM (series often up to 80 µM), for the others: at the top dose activity change, negative = inhibition, actives largely listed as inhibitors;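 further: 0% = enzyme with vehicle and -100% = no enzyme basal signal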
Target sequence (P06280 32-429 limits assumed): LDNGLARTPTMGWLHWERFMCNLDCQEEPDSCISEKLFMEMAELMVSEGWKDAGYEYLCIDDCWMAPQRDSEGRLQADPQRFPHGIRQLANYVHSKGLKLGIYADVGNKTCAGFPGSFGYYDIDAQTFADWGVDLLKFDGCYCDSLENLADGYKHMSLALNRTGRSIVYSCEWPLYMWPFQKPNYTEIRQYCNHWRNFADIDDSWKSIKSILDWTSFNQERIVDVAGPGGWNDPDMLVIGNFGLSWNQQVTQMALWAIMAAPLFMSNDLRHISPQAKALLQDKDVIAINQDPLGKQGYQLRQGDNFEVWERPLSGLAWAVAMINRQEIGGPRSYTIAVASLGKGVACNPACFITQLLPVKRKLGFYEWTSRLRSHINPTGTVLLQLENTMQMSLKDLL
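Human spleen homogenate (1 ug) was the enzyme source, with 4-methylumbelliferyl-alpha-D-galactopyranoside (1 mM final) in pH 5.0 citrate buffer with 0.01% Tween-20. Compounds were titrated; after 40 min at 37C, NaOH/glycine stop, 4-MU fluorescence read; AC50 from Hill fits.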
GAA inh – qHTS Assay for Inhibitors of Human alpha-Glucosidase as a Potential Chaperone Treatment of Pompe Disease; Lysosomal alpha-glucosidase (Homo sapiens), P10253; purified human GAA, 4-MU-alpha-glucoside fluorescence; Potency, µM (titrated, usually from 76.9 µM), for inactives: at the top dose activity change, negative = inhibition, most hits filed as inhibitors; 200,000 compounds, 0.005% hits;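 further: plate controls were uninhibited enzyme wells for no effect and no-enzyme background for full effect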
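Read-out is 4-methylumbelliferone fluorescence (Ex 365/Em 440 nm) after NaOH/glycine stop at pH 10. Enzyme 4 nM, substrate 400 uM, pH 5.0 citrate buffer, 20 min room temperature; AC50 from Hill-equation concentration-response.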
GAA spleen mod – qHTS Assay for Inhibitors and Activators of Human alpha-Glucosidase From Spleen Homogenate | 240,000 compounds, 0.006% hits | human spleen homogenate, 4-MU-alpha-glucoside fluorescence | Potency, µM (titrated, usually from 79.9 µM), for the others: at the highest dose activity change, negative = inhibition, most hits filed as inhibitors;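 further: 0% = enzyme with vehicle and -100% = no enzyme basal signal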
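Human spleen homogenate (1 ug) with 4-methylumbelliferyl-alpha-D-glucopyranoside (1 mM final) in 50 mM citrate/phosphate pH 5.0, 0.01% Tween-20; 40 min at 37 C. Stopped at pH 10; 4-MU fluorescence Ex 365/Em 440 nm; AC50 by Hill fit.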
The depositor's hits bear a star; ? = inconclusive; / = not tested or not shown; [ ] = another dose, or the depositor's remark. Unless noted, the call rests on the fitted dose curve; in most records, active means well fitted curve in the direction sought with a large enough effect; inconclusive means small, poorly fitted or top-dose-only effect, or another doubt; inactive means no such curve, though single readings can be large; an effect the other way counts as inactive or inconclusive. Potency means the concentration at half of the fitted maximal effect.

canonical_smiles	aGal spleen mod	SMN2 splice enh	GAA glycogen mod	RGS12 GoLoco inh	ALDH1A1 inh	KDM4E inh	GAA inh	GAA spleen mod
CCN(CC)CCCC(C)Nc1nc(C)cc(Nc2ccc3nc(C)cc(N)c3c2)n1 (configuration not stated)	11%	-8%	/	10%	-10%	-28%	/	5%
O=C(Cn1nnc(-c2ccccc2)n1)NNC(=O)c1ccccc1	3%	16%	7%	-1%	?	-3%	1%	2%
CC1=C(C(=O)NC(C)CCc2ccccc2)C2(CCC(C)CC2)OC1=O (configuration not stated)	1%	-19%	5%	-5%	-4%	2%	3%	-5%
CC(C)(C)c1ccc(-c2nnc(NC(=O)c3ccccc3)s2)cc1	1%	2%	-10%	15%	?	3%	-1%	-1%
CCCCc1ccc2nc(NC(=O)OC)[nH]c2c1	2%[29.1 µM]	21%[20.6 µM]	/	3%[21.6 µM]	10%[20.9 µM]	1%[25.5 µM]	/	4%[29.1 µM]
Cc1ccccc1C1CC(c2ccccc2OC(F)F)Nc2ncnn21 (configuration not stated)	-12%	/	5%	4%	7%	2%	0%	-5%
Cc1ccccc1-c1nc(N(C)Cc2ccco2)c2ccccc2n1	-6%	/	/	8%	-15%	/	/	-6%
O=C(CCS(=O)(=O)c1cccc2nsnc12)NCc1ccccc1	-1%	5%	-5%	4%	?	-1%	-4%	-3%
O=C(NNC1=NCCC1)c1ccc(Br)cc1	1%	-2%	2%	14%	17%	0%	-1%	-2%
O=C(NCc1cn(-c2ccccc2)nc1-c1ccc(F)cc1)c1cccc([N+](=O)[O-])c1	-11%	5%	-11%	9%	-12%	-4%	-6%	-12%
C/C(CC(C)C)=N\NC(=O)Nc1ccccc1	-6%	-7%	-6%	-10%	5%	0%	4%	-8%
Cc1c(NC(=O)c2ccc(Br)o2)c(=O)n(-c2ccccc2)n1C	4%	-10%	-6%	-13%	-7%	-1%	-10%	8%
O=C(CSCc1ccccc1)Nc1ccc(S(=O)(=O)N2CCOCC2)cc1	-4%	2%	1%	1%	?	10%	?	-1%
COc1ccc(C(C(=O)NC2CCCCC2)N(C(=O)CCl)c2ccc(C)cc2)cc1 (configuration not stated)	-6%	-91%[inhibitor]	11%	-2%	7%	-4%	13%	-3%
COc1ccc2[nH]cc(CCNc3cc(-c4ccc(C(=O)N(C)C)cc4)ncn3)c2c1	-17%	/	/	6%	-3%	/	/	2%
Cc1ccc(S(=O)(=O)NNC(=O)c2cnn(-c3ccccc3)c2C(F)(F)F)cc1	11%	/	-10%	1%	/	1%	/	9%
COc1cc(-c2nc(-c3ccc4c(c3)-c3ccccc3S4(=O)=O)c(-c3ccccc3)[nH]2)cc(OC)c1O	0%	13%	-11%	19%	-4%	-8%	-5%	-2%
CCN(CC)S(=O)(=O)c1cccc(C(=O)N[C@H](C(=O)Nc2nc3ccccc3s2)C(C)C)c1	9%	26%	2%	0%	28%	?	7%	0%
C=CCOc1cccc(C2C(C(=O)c3ccco3)=C(O)C(=O)N2CCN(CC)CC)c1 (configuration not stated)	-18%	-8%	-11%	8%	-6%	?	-7%	1%
CCS(=O)(=O)N1N=C(c2ccccc2)CC1c1ccc2nccnc2c1 (configuration not stated)	2%	8%	3%	224%[activator]	?	-5%	-3%	7%
Cc1ccc(Cn2cnc3c(nnn3Cc3ccc(Cl)cc3)c2=O)cc1	0%	-12%	2%	1%	10%	-2%	-4%	-2%
C#CCOCCOCCOCCNc1nc(N2CCN(C(=O)[C@H]([C@@H](C)CC)n3cc(CCC(=O)O)nn3)CC2)nc(N2CCN(C(=O)[C@H](C)n3cc(CCCN=C(N)N)nn3)CC2)n1	3%	6%	6%	5%	0%	-4%	1%	-1%
CCN(CCNC(=O)CN(C)S(=O)(=O)c1cccc2nsnc12)c1ccccc1	2%	-20%	14%	-21%	?	2%	-2%	-2%
O=C(Nc1cccc([N+](=O)[O-])c1)C(=O)N1CCCCC1	-1%	18µM*	?	23%	?	5%	8%	4%
COc1ccc(C(=O)NNC(=S)NC(=O)c2ccc(Br)o2)cc1OC	-5%	-19%	7%	12%	12%	2%	12%	-5%
CC(C)(C)c1ccc(OC(=O)c2ccc(-n3cncn3)nc2)cc1	2%	12%	0%	3%	0%	-8%	1%	2%
Cc1ccc(NC(=O)Nc2cccc([N+](=O)[O-])c2)nc1	5%	?	9%	3%	2%	7%	2%	-10%
COc1ccc(CNC(=O)CCc2nc3cc(S(=O)(=O)N(C)C)ccc3n2C)cc1OC	0%	-5%	10%	-12%	10%	-6%	3%	3%
COc1cc(/C=N/NC(=O)CCN2CCCCC2)ccc1O	15%	1%	?	24%	-1%	?	12%	-10%
O=S(=O)(Nc1ccccc1O)c1ccc(Cl)nc1	-2%	/	20µM*	8%	/	8%	/	-3%
Fc1cccc(Cl)c1CSc1ccc(-c2cccnc2)nn1	-10%	-4%	8%	3%	-9%	0%	-2%	-15%
CCc1nnc(NC(=O)CSc2nnc(CNc3ccc(F)cc3)n2C2CCCCC2)s1	10%	2%	?	-5%	10µM*	?	10%	9%
CCCCCCCCCn1c2c(c(=N)c3c1CCC3)CCCC2	-23%	/	4%	17%	?	-9%	-4%	-12%
Cc1nc(N)c(CC(Br)CBr)c(Cl)n1 (configuration not stated)	-3%	/	2%	9%	/	4%	/	1%
COc1ccc(NC(=S)N(CCCN2CCCC2)Cc2cccn2Cc2ccc(Cl)cc2)cc1Cl	20%	-94%[inhibitor]	-9%	8%	?	-2%	-3%	-26%
COc1ccc(NC(=O)COC(=O)C2CCC(C(C)(C)C)CC2)c([N+](=O)[O-])c1 (configuration not stated)	-6%	0%	-13%	4%	?	-1%	-7%	-1%
C=C(C)CC1N(c2cccc(OC)c2)C(=O)[C@@H]2C(C(=O)O)[C@H]3C=C[C@@]12O3 (some centres not stated)	1%	3%	5%	5%	10%	9%	-5%	9%
Cc1cccc(OCc2nnc(NC(=O)c3cccs3)s2)c1	2%	-20%	2%	-5%	7%	-5%	1%	2%
Cc1cc(NC(=O)c2nn3cccnc3c2Cl)no1	-3%	10µM*	-15%	-2%	-3%	-5%	7%	-4%
CCC(=O)Nc1ccc(NC(=S)NC(=O)/C=C/c2ccccc2)cc1	4%	1%	-3%	4%	4%	10%	0%	1%
O=C(NCc1ccco1)/C(=C\c1ccco1)NC(=O)c1ccc(Br)o1	10%	-1%	-23%	-13%	28µM*	-7%	-7%	7%
CC(C)N1CCC(NC(=O)Nc2ccc3c(c2)OCO3)CC1	-10%	/	4%	0%	3%	0%	2%	1%
CCOc1ccc(Cl)cc1/C=N/NC(N)=O	3%	-6%	9%	9%	-3%	4%	7%	1%
COC(=O)N1CCN(c2ccc(Cl)c(Cl)c2)CC1	11%	-115%[inhibitor]	-2%	-2%	2%	0%	-3%	3%
O=C(/C=C/c1ccc2c(c1)OCO2)NCc1cn2cc(Cl)ccc2n1	10%	18%	3%	15%	?	?	3%	5%
N#CCCN(Cc1cccs1)C(=O)Nc1ccc(F)cc1	0%	/	5%	0%	/	-6%	/	2%
Cc1nc2ccccc2c2oc(C(=O)NCc3ccccn3)cc12	2%	-38%[inhibitor]	6%	6%	?	?	-13%	-1%
COCCNC(=O)c1onc(CSc2cccc(Cl)c2)c1C(=O)O	-3%	-5%	6%	-6%	10%	5%	4%	-3%
CC(=O)c1cccc(NC(=O)c2ccc3c(=O)n4c(nc3c2)CCCCC4)c1	3%	14%	3%	8%	5µM*	1%	-5%	0%
Cc1cc(NC(=O)CSc2nc(-c3ccco3)cc(C(F)(F)F)n2)no1	-4%	4%	-6%	-5%	2%	-19%	0%	-6%
COC(=O)c1[nH]c2cc(C)ccc2c1NC(=O)CN1CCN(C(=O)c2ccco2)CC1	5%	-17%	2%	-2%	?	?	6%	2%
CCOC(=O)c1ccc(NC(=O)Nc2cccc(C)n2)cc1	8%	6%	1%	3%	9%	-9%	-3%	11%
Cc1c(Cc2ccccc2)c(=O)oc2cc(OCc3nn[nH]n3)ccc12	12%	/	-7%	/	?	?	6%	3%
COC(=O)CC/C(=N/Nc1ccc(Cl)c(Cl)c1)C(=O)OC	6%	4%	-25%	7%	14%	-5%	-2%	-3%
Oc1ccc(Br)cc1-c1ccn[nH]1	-1%	-1%	8%	-6%	0%	-15%	3%	3%
Cc1c(-c2cccc(Cl)c2)nc2ccccc2c1C(=O)OCC(=O)N(C)C1CCS(=O)(=O)C1 (configuration not stated)	2%	-14%	-7%	-9%	?	?	-8%	7%
COC(=O)c1cc(C#N)c(=O)[nH]c1C	2%	10%	-2%	1%	8%	-1%	-5%	4%
CCOC(=O)C(=O)C1=C(N2CCOCC2)/C(=C\c2ccc(F)cc2)CC1	-2%	12%	2%	12%	13µM*	-15%	6%	-4%
Cc1ccc(OCCN2CCCCCC2)c(C)c1	-4%	?	12%	7%	14%	-6%	-1%	-1%
NC(=O)C1CCN(CC(=O)N2c3ccccc3CCc3ccccc32)CC1	12%	17%	4%	11%	?	6%	-2%	-17%

A portion of the library; rates above refer to the full screens.
